From PubChem BioAssay
TRPV1 ag: HTS Assay for Compounds that Act as Agonists of the Vanilloid Receptor 1 | TRPV1-expressing cells, Fluo-8 calcium influx, agonist mode | 320,000 tested, 0.19% active | activation, % at 8.33 µM; in the data active = activation above about 80%; inconclusive = between about 30% and that limit; note: 0% is about no effect
Target sequence (Q8NER1 whole entry, looked up): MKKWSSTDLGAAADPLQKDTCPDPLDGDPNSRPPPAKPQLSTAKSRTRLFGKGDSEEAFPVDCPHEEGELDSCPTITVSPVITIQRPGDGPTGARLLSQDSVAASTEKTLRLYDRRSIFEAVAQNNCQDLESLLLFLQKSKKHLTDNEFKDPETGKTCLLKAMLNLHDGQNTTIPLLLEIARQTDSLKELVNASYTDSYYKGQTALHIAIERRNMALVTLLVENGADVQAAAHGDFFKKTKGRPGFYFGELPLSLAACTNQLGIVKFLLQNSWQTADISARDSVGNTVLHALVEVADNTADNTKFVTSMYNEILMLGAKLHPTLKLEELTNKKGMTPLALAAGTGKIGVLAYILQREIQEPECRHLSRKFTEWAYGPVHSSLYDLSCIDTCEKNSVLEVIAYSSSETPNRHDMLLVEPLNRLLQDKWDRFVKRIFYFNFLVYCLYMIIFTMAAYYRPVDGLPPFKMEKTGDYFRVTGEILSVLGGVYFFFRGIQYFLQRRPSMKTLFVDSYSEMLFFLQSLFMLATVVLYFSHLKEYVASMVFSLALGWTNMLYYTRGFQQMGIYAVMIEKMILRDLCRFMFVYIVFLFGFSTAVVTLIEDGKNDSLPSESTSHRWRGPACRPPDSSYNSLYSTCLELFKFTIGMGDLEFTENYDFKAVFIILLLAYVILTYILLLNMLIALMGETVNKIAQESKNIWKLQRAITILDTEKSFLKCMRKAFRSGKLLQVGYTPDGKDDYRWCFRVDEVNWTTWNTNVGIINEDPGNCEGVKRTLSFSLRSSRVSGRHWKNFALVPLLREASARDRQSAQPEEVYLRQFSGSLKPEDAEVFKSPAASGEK
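TRPV1-expressing cells were cultured overnight at 35.5C and loaded with Fluo-8 calcium dye for 40 to 90 min at room temperature. After a 10 s baseline, compound was added and calcium influx was read kinetically for 3 min (ex 480/em 520 nm).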
KCNH2 3.1 block: qHTS for Inhibitors of KCHN2 3.1: Mutant qHTS. U2OS KCNH2 3.1, thallium flux FluxOr; stronger effect = lower value. activity change, % (tested at about 1.8 µM). 340,000 tested, 0.95% active. AID 720553, 2013;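 active = maximum activity change below -70%; inconclusive = maximum activity change from -70% to -50%; inactive = maximum activity change above -50%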;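 note: thallium influx rate constant from kinetic fluorescence after stimulation buffer; % is set by controls: 0 for no effect and ±100 for the full control effect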
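We transduce U2OS cells with the mutant 3.1 virus, culture them overnight, load FluxOr with Red40 quencher for 45 min, then add stimulation buffer and read kinetically for 2 min to derive a normalized rate constant.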
Mito fusion yeast: qHTS Assay for Small Molecule Inhibitors of Mitochondrial Division or Activators of Mitochondrial Fusion | S. cerevisiae fusion-defective mutant growth rescue, CellTiterGlo 48 h | Potency, µM (series often up to 46.1 µM), inactives show at the top dose growth rescue (activation), actives largely listed as activators | 320,000 tested, 0.23% active | AID 485298, 2010;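 note: potency is the fitted concentration of half-maximal effect; % of control where 0% means no effect; nearly all actives have a fitted effect of over 45% in size; temperature-sensitive fusion mutants such as fzo1-1 at 37 °C on non-fermentable ethanol glycerol medium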
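Luminescent cell viability in 1536-well qHTS format served as the measure of rescued growth in ts fusion-mutant S. cerevisiae cultured on non-fermentable YPEG for 48 hours at 37C.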
TSHR antag: Antagonists of the Thyroid Stimulating Hormone Receptor: HTS campaign; TSHR-expressing cells, TSH-stimulated cAMP HTRF, 2 h; stronger effect = lower value; activity change, negative = inhibition, % at 11.5 µM; Thyrotropin receptor (Homo sapiens), P16473; 330,000 tested, 0.2% active; AID 504810, 2011;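 active = activity change below a set negative limit, meaning inhibition stronger than a set level, cut at about -70% in these data; inconclusive = activity change between two set negative limits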; note: % is set by controls: 0 for no effect and ±100 for the full control effect
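Antagonism was scored as loss of TSH-driven cAMP in TSHR cells, stimulated with 4nM TSH (EC80) for 2 hours at 37 deg C and detected by homogeneous HTRF competition immunoassay.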
Eya2 inh: qHTS Assay for Inhibitors of the Phosphatase Activity of Eya2 | recombinant Eya2, OMFP fluorescence dephosphorylation (OMFP is methylfluorescein phosphate) | Protein phosphatase EYA2 (Homo sapiens), O00167 | 330,000 tested, 0.006% active | Potency, µM (titrated, usually from 76.9 µM), for the others: at the top dose activity, negative = inhibition, hits mostly inhibitors; note: potency is the fitted concentration of half-maximal effect; % is set by controls: 0 for no effect and ±100 for the full control effect
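Eya2 (0.2 uM) preincubated 10 min at ambient with compound, then OMFP substrate added at 50 uM; 10 min reaction in 50 mM HEPES pH 7.5, 50 mM NaCl, 5 uM MgCl2, 0.05% BSA, 1 mM DTT. Fluorescence read at Ex 485/Em 525 nm.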
TCR act: Activators of T cell receptors: qHTS campaign; primary human leukocytes, anti-CD3, IL-2 HTRF, 48 h; Potency, µM (titrated, usually from 9.22 µM), without a hit: top-dose activation of IL-2 secretion, hits mostly activators; 330,000 tested, under 10 active; note: % of control where 0% means no effect
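Human primary leukocytes + a-CD3 beads + cpd, 48 hr; IL-2 in supernatant by HTRF (ex 320nm / em 665nm). No co-stimulatory signal supplied.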
hERG WT inh: qHTS for Inhibitors of KCHN2 3.1: Wildtype qHTS | 340,000 tested, 0.37% active | activity change, % at 1.84 µM | AID 720551, 2013 | Voltage-gated inwardly rectifying potassium channel KCNH2 (Homo sapiens), Q12809 | U2OS, BacMam KCNH2, thallium flux FluxOr; stronger effect = lower value;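 active = maximum activity change below -70%; inconclusive = maximum activity change between -70% and -50%; inactive = maximum activity change above -50%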; note: % is set by controls: 0 for no effect and ±100 for the full control effect
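U2OS cells transduced with wild-type KCNH2 virus are loaded with FluxOr dye for 45 min, and thallium flux is measured in kinetic reads before and after stimulation buffer. Rate constants are normalized to DMSO controls.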
ELG1 repair inh: qHTS screen for small molecules that inhibit ELG1-dependent DNA repair in human embryonic kidney (HEK293T) cells expressing luciferase-tagged ELG1; HEK293T ELG1-luciferase reporter, luminescence, 16 h; DNA damage induced by 5-fluorouridine; Potency, µM (titrated, usually from 46.1 µM), for inactives: at the highest dose activity change, negative = inhibition, usual class: inhibitors; 330,000 tested, 2.3% active; note: potency is the fitted concentration of half-maximal effect; % is set by controls: 0 for no effect and ±100 for the full control effect; nearly all actives have a fitted effect of over 55% in size
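Step one: seed 2,000 cells per well. Step two: pin-transfer compound or DMSO alongside 5-fluorouridine. Step three: incubate 16 hr, 37 °C, 5% CO2. Step four: add ONE-Glo, wait 30 min, read luminescence.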
USP2a inh: qHTS Assay for Inhibitors of Ubiquitin-specific Protease USP2a Using CHOP2 as the Reporter; USP2 core, Ub-CHOP2 coupled fluorogenic reporter, 485/531; Potency, µM (doses to about 38.3 µM), for the others: at the highest dose activity change, negative = inhibition, most hits filed as inhibitors; 330,000 tested, 0.01% active;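 note: potency is the fitted concentration of half-maximal effect; plate controls were DMSO wells for no effect and full inhibition by NEM control for full effect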
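Deubiquitinase activity read as fluorescence (485/531 nm) after Ub-CHOP2 cleavage activates the enterokinase reporter on its substrate; USP2 core 10nM, Ub-CHOP2 and substrate 25nM each, 30min compound preincubation then 60min RT; data normalized to NEM, curves fitted.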
A-T KAP1 phos: qHTS Assay for Identifying a Potential Treatment of Ataxia-Telangiectasia. […] A-T fibroblasts, KAP-1 phosphorylation AlphaLISA; neocarzinostatin DNA damage 30 min before lysis. Potency, µM (series often up to 57.5 µM), for inactives: at the top dose activation, hits mostly activators. 320,000 tested, 0.19% active. AID 485349, 2010; note: potency is the fitted concentration of half-maximal effect; % of control where 0% means no effect; nearly all actives have a fitted effect of over 45% in size
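ATM-like activity read as KAP-1 phosphorylation via AlphaLISA donor/acceptor antibody pairs after lysis and 6 hr at 25C. Cells were ATM-null patient fibroblasts ([…], hTERT), dosed 60 min, then exposed to the DSB inducer NCS for 30 min.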
The depositor's hits bear a star; u = inconclusive; x = not tested or not shown; [ ] = another dose, or the depositor's remark. Unless noted, calls come from the whole dose curve; as a rule, active = well fitted curve in the direction sought with a large enough effect; inconclusive = small, poorly fitted or top-dose-only effect, or another doubt; inactive = no such curve, though single readings can be large; an effect the other way counts as inactive or inconclusive. A portion of the library. The share of hits here may be higher or lower than overall.

SMILES | TRPV1 ag | KCNH2 3.1 block | Mito fusion yeast | TSHR antag | Eya2 inh | TCR act | hERG WT inh | ELG1 repair inh | USP2a inh | A-T KAP1 phos
O=C(O)CCC(=O)Nc1ccccc1C(=O)NCCc1ccccc1 | -2 | 16 | -4% | -6 | -2% | -6%[46.1 µM] | 3 | u | 3% | 7%
Cn1c(COc2nnc(-c3ccc(Cl)cc3)c3ccccc23)nc2ccccc21 | 3 | -9 | 0% | 26 | 7% | 3% | -18 | 14% | 5% | 6%
N/C(=N\N=C\c1ccc2c(c1)OCO2)SC1CC(=O)N(c2ccc(C(=O)O)cc2)C1=O (stereo not drawn) | -2 | x | 15% | 4 | 2% | -4% | -6 | 13% | -1% | 2%
COC(=O)c1ccccc1NC(=O)Cn1cnc2ccc(S(=O)(=O)N3CCC(C)CC3)cc2c1=O | 7 | 2 | -5% | 5 | -27% | -1% | -5 | 2% | 0% | 1%
CCCOC(=O)c1c(N)sc(C(=O)OCC)c1C | 19 | -3 | 22% | -2 | -9% | 6%[46.1 µM] | 1 | u | 0% | -2%
COCCNC(=O)C(c1cccs1)N(Cc1ccccc1)C(=O)Cn1nnc2ccccc21 (stereo not drawn) | 3 | 10 | 1% | -5 | -12% | 0% | 1 | -3% | 3% | 2%
COc1cc(C(=O)O[C@H]2CC(C)=CC[C@@]3(C)CC[C@@](O)(C(C)C)[C@H]23)ccc1O | 20 | -16 | -7% | -7 | -3% | 4% | -3 | 2% | -14% | 7%
CCOc1ccc(C(C)=O)cc1NC(=O)/C=C\C(=O)O | -1 | 3 | -5% | -2 | 13% | -4% | 0 | 3% | 1% | 1%
CCN(CC)c1ccc(C2C(C(=O)Nc3ccccn3)=C(C)NC3=C2C(=O)CC(C)(C)C3)cc1 (stereo not drawn) | 10 | 3 | 1% | -5 | 2% | -6% | -12 | 0% | 0% | -3%
CCOC(=O)COc1ccccc1/C=C\[N+](=O)[O-] | 8 | -40 | 0% | u | 5% | 0%[46.1 µM] | 3 | u | 3% | -4%
CCOc1cc(C(=O)N(CC)CC(=O)Nc2ccc3c(c2)OCCO3)ccc1OC | -4 | 6 | -5% | -17 | 3% | 4% | -2 | u | -1% | 4%
CCOC(=O)C1(CCOC)CCN(Cc2cc3ccccc3s2)CC1 | 3 | -6 | -1% | 2 | -9% | x | 3 | u | -1% | -3%
CC(C)CC(=O)O/N=C1\C(=O)N(c2ccccc2)c2ccccc21 | -1 | 3 | 2% | -12 | -2% | -1% | 1 | 7% | -1% | 16%
Cc1cc([N+](=O)[O-])cc(C)c1OCC(=O)N/N=C/c1ccc(OC(=O)c2ccccc2Br)cc1 | 1 | -1 | -4% | -5 | 3% | 3%[46.1 µM] | -21 | 12% | -3% | 5%
COc1ccc(N(C)S(=O)(=O)c2cccc(C(=O)NC3=NCCS3)c2)cc1 | 1 | -1 | 8% | 18 | -13% | 3% | -5 | u | 0% | 13%
CCc1cc2c(Nc3ccccc3O)nc(C)nc2s1 | u | 15 | -9% | -19 | -9% | -4% | -6 | u | 2% | 2%
CCOC(=O)CNC(=O)OC1CCN2Cc3ccccc3N=C12 (stereo not drawn) | -5 | -5 | 5% | 5 | 15% | -16% | 10 | u | 1% | 6%
Cn1c(=O)oc2cc(S(=O)(=O)Nc3ccc4c(c3)OCO4)ccc21 | 6 | 3 | 2% | 4 | 5% | 3% | -3 | -14% | -1% | -2%
CCCOC(=O)c1ccc(OCC(O)CN2C(=O)NC(C)(C)C2=O)cc1 (stereo not drawn) | -3 | 3 | -2% | 15 | 12% | 5% | 6 | 0% | 0% | -7%
CCOC(=O)c1c(C)cc(C)[nH]c1=O | 0 | 34 | -1% | 19 | 1% | 6% | -5 | -15% | 4% | -4%
COc1ccc(S(=O)(=O)Nc2cccc3c2O[C@H](CN(C)S(=O)(=O)c2ccc(Cl)cc2)[C@H](C)CN([C@H](C)CO)C3=O)cc1 | x | -5 | x | -15 | 19% | 0% | -1 | -10% | 3% | 2%
CCOC(=O)c1sc2nc(N3CCOCC3)c3c(c2c1N)CCCC3 | 11 | 1 | 0% | 4 | 11% | -6% | -1 | -22% | 6% | 4%
COc1ccc(C(=O)NCCS(=O)(=O)N2CCN(Cc3ccccc3)CC2)cc1 | 6 | -9 | -2% | 7 | 10% | -8% | 0 | -17% | 2% | 0%
CC(C)C(=O)N=c1sc2cccc(F)c2n1C | 2 | 20 | -1% | -7 | 1% | -4% | -12 | u | 0% | 15%
Cc1ccc(NC(=O)CCCC(=O)O)c(-c2nc3ccccc3[nH]c2=O)c1 | 1 | 12 | 3% | 16 | 20% | -6% | -7 | 28% | 2% | 18%
(further entries)
SMILES | TRPV1 ag | KCNH2 3.1 block | Mito fusion yeast | TSHR antag | Eya2 inh | TCR act | hERG WT inh | ELG1 repair inh | USP2a inh | A-T KAP1 phos
C/C(=N/NS(=O)(=O)c1ccc(C)cc1)c1ccc(NC(=O)C(F)(F)F)cc1 | 1 | -4 | -5% | -14 | -10% | 8%[46.1 µM] | -7 | -3% | -1% | 14%
CCCc1cc(C(=O)NNC(=S)Nc2cccc(C)c2)cs1 | 3 | 3 | u | -5 | 2% | -1%[46.1 µM] | -10 | u | 0% | -11%
CCOc1cc(C(=O)N/N=C/c2ccoc2)cc(OCC)c1OCC | 16 | 13 | 1% | 2 | 0% | 10% | -7 | 6% | -2% | -4%
Cc1ccc(C)c(NC(=O)CSc2nc3[nH]ncc3c(=O)[nH]2)c1 | 0 | -16 | 4% | 11 | -1% | 1%[46.1 µM] | 2 | 20% | 3% | -1%
COc1ccc(Cl)cc1C(=O)N1CCC2(CC1)CC(=O)c1ccccc1O2 | u | -31 | -2% | -18 | 3% | -1% | 12 | -19% | -1% | -2%
COc1ccc(S(=O)(=O)n2cnc3cc(C)c(C)cc32)cc1C | 19 | 0 | 6% | -8 | 2% | x | -14 | u | -2% | 5%
CS(=O)(=O)c1ccc(Cl)c(C(=O)Nc2ccc3nc(N4CCOCC4)sc3c2)c1 | -2 | -8 | -5% | -13 | 4% | -3% | -3 | 7% | -1% | 6%
O=C(C1CCCCC1)N(Cc1ccccc1)c1ccccn1 | 9 | 8 | 8% | -5 | 3% | 2% | 6 | -5% | -1% | 6%
Cc1nc2ccccc2c(=O)n1/N=C/c1ccccc1O | u | 1 | 1% | 7 | -16% | 1% | -11 | u | 3% | -9%
COC(=O)c1[nH]c2cc(OC)ccc2c1NC(=O)c1nonc1C | 4 | -15 | -2% | -3 | -9% | -3% | 0 | 0% | 1% | -9%

Results in A-T KAP1 phos, TRPV1 ag and KCNH2 3.1 block, for four of the compounds above:
canonical_smiles	A-T KAP1 phos	TRPV1 ag	KCNH2 3.1 block
CCCc1cc(C(=O)NNC(=S)Nc2cccc(C)c2)cs1	-11%	3	3
CCOc1cc(C(=O)N/N=C/c2ccoc2)cc(OCC)c1OCC	-4%	16	13
Cc1ccc(C)c(NC(=O)CSc2nc3[nH]ncc3c(=O)[nH]2)c1	-1%	0	-16
COc1ccc(Cl)cc1C(=O)N1CCC2(CC1)CC(=O)c1ccccc1O2	-2%	u	-31

Three entries already listed, arranged by heavy-atom count, lowest first.
SMILES | TRPV1 ag | KCNH2 3.1 block | Mito fusion yeast | TSHR antag | Eya2 inh | TCR act | hERG WT inh | ELG1 repair inh | USP2a inh | A-T KAP1 phos
CCCc1cc(C(=O)NNC(=S)Nc2cccc(C)c2)cs1 | 3 | 3 | u | -5 | 2% | -1%[46.1 µM] | -10 | u | 0% | -11%
COc1ccc(S(=O)(=O)n2cnc3cc(C)c(C)cc32)cc1C | 19 | 0 | 6% | -8 | 2% | x | -14 | u | -2% | 5%
CS(=O)(=O)c1ccc(Cl)c(C(=O)Nc2ccc3nc(N4CCOCC4)sc3c2)c1 | -2 | -8 | -5% | -13 | 4% | -3% | -3 | 7% | -1% | 6%

An excerpt from above in order of the TCR act value, lowest first:
SMILES | TCR act
CCN(CC)c1ccc(C2C(C(=O)Nc3ccccn3)=C(C)NC3=C2C(=O)CC(C)(C)C3)cc1 (stereo not drawn) | -6%
COc1ccc(S(=O)(=O)Nc2cccc3c2O[C@H](CN(C)S(=O)(=O)c2ccc(Cl)cc2)[C@H](C)CN([C@H](C)CO)C3=O)cc1 | 0%
CCOC(=O)c1c(C)cc(C)[nH]c1=O | 6%
